Assay outcomes from PubChem BioAssay.
GALK inh: qHTS Assay for Inhibitors of Human Galactokinase (GALK). P51570. Purified GALK, Kinase-Glo residual ATP luminescence. Potency, µM (highest dose often 57.5 µM), for inactives: at the top dose activity change, negative = inhibition, actives largely listed as inhibitors. 0.007% of 270,000 active. AID 1868, 2009; note: potency is the fitted concentration of half-maximal effect; % is set by controls: 0 for no effect and ±100 for the full control effect
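GALK at 5 nM final was combined with compound, 35 uM ATP and 100 uM galactose in HEPES pH8.0 with MgCl2 and DTT. The reaction ran one hour at room temperature before luminescent ATP detection.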
a7 integrin act: qHTS for Activators of Integrin-Mediated Alleviation for Muscular Dystrophy. alpha7betagal myoblasts, beta-gal FDG fluorescence, 48 h. Potency, µM (top dose mostly 38.3 µM), for the others: at the top dose activation, actives largely listed as activators. 0.064% of 350,000 active;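 note: potency is the fitted concentration of half-maximal effect; 100% = response of the positive control SU9516; nearly all actives have a fitted effect of over 60% in size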
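alpha7betagal+/- myoblasts (passage 13, 250/well) treated 48 h at 37C with compounds at 1:260 dilution of DMSO stock. Lysed, then beta-galactosidase activity read as FDG fluorescence (ex 480/em 540) after 30 min, with pre-read for autofluorescence.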
Giardia killer: Small Molecules that selectively kill Giardia lamblia: qHTS; Giardia lamblia trophozoite viability; activity change, % at 7.66 µM, hits read low; 0.15% of 340,000 active; AID 540267, 2011; in the data active = activity change below about -80%; inconclusive = between about -30% and that limit;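 note: parasites exposed to compound for two days anaerobically before the ATP read; % is set by controls: 0 for no effect and ±100 for the full control effect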
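Giardia trophozoites, 100 cells per well, were exposed to compounds for 48 hrs at 37 deg C under anaerobic conditions; viability was then read as ATP content by bioluminescence after 15-30 min at room temperature.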
Tb PFK inh: qHTS Assay to Find Inhibitors of T. brucei phosphofructokinase; ATP-dependent 6-phosphofructokinase (Trypanosoma brucei brucei), O15648; T. brucei PFK, ADP-Glo luminescence; Potency, µM (titrated, usually from 57.5 µM), for inactives: top-dose activity, negative = inhibition, hits mostly inhibitors; 0.17% of 330,000 active; AID 485367, 2010;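 note: potency is the fitted concentration of half-maximal effect; 0% = uninhibited 1x PFK enzyme wells and -100% = no-enzyme wells; nearly all actives have a fitted effect of over 60% in size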
Target sequence (O15648 whole entry, looked up): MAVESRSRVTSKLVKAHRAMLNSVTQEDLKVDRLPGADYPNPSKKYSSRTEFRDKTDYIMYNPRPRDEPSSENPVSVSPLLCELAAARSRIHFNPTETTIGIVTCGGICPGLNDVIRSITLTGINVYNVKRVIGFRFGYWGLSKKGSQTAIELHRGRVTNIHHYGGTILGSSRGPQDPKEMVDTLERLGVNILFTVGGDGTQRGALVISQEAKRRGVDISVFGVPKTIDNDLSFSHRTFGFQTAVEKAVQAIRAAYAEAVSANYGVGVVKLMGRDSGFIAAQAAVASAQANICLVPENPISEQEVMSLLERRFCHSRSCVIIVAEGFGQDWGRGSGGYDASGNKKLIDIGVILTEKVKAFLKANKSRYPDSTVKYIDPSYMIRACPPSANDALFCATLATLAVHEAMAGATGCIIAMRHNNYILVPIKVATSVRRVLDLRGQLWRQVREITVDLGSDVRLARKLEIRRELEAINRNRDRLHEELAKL
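1.25 nM PFK with 0.5 mM F6P and 0.1 mM ATP in 0.1 M TEA pH 8.0, 5 mM MgCl2, incubated 45 min at room temperature; ADP measured by ADP-Glo luminescence; compounds titrated up to 57 uM.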
PKM2 act: qHTS Assay for Activators of Human Muscle isoform 2 Pyruvate Kinase; Pyruvate kinase PKM (Homo sapiens), P14618; purified PKM2, Kinase-Glo ATP luminescence, activation; response scale: 0% is enzyme alone, no compound; Potency, µM (highest dose often 57.5 µM), for inactives: at the top dose activation, usual class: activators; 0.34% of 260,000 active; note: potency is the fitted concentration of half-maximal effect; % is set by controls: 0 for no effect and ±100 for the full control effect; nearly all actives have a fitted effect of over 55% in size
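hPK-M2, >95% pure; 0.1 mM ADP / 0.5 mM PEP final; imidazole pH7.2 buffer w/ 7 mM MgCl2, 50 mM KCl; 1 h RT; Kinase-Glo lum. Intermediate enzyme activity for dual inhibitor/activator qHTS.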
ASM inhibitor: Inhibitors of Secretory Acid Sphingomyelinase (S-ASM): qHTS | placental ASM, HMU-PC fluorogenic substrate, 60 min | Potency, µM (highest dose often 57.5 µM), inactives show at the top dose activity change, negative = inhibition, hits mostly inhibitors | 0.006% of 340,000 active | AID 504937, 2011; note: potency is the fitted concentration of half-maximal effect
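qHTS format. ASM enzyme prepared from human placenta hydrolyses the fluorogenic substrate HMU-PC0 (9 uM final) over 60 min at 37 °C after a 10 min compound preincubation.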
PTAP TSG101 blk: qHTS Assay for Iinhibitors of HIV-1 Budding by Blocking the Interaction of PTAP/TSG101 | Tumor susceptibility gene 101 protein (Homo sapiens), Q99816 | Fluorescence polarization, FITC-PTAP peptide / Tsg101 binding | Potency, µM (titrated, usually from 115 µM), without a hit: top-dose activity change, negative = inhibition, actives largely listed as inhibitors | 340,000 tested, under 10 active | AID 493005, 2010; active = well fitted inhibition curve with a large enough effect in the main read-out, with a control signal flat, not every such curve was filed as active; inconclusive = small, poorly fitted or top-dose-only effect, or effect the other way, or a change in a side signal; inactive = no such curve, though single readings can be large or run the other way; note: potency is the fitted concentration of half-maximal effect; % of control where 0% means no effect
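Tsg101 binding domain (10 uM final) was mixed with compound and a FITC-labeled PTAP peptide (50 nM final) in HEPES pH 7.5 buffer with NaCl, Tween 20, EDTA and TCEP; fluorescence polarization was read after 20 min at r.t.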
B2AR arrestin: qHTS assay of beta-arrestin-biased ligands of beta2-adrenergic receptor | Beta-2 adrenergic receptor (Homo sapiens), P07550 | beta-arrestin recruitment to beta2AR, cell-based reporter | Potency, µM (highest dose often 46.1 µM), without a hit: at the top dose activation, actives largely listed as activators | 0.02% of 330,000 active | AID 492947, 2010;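 note: potency is the fitted concentration of half-maximal effect; 0% = DMSO controls and full agonism = EC100 isoproterenol or metaproterenol; nearly all actives have a fitted effect of over 65% in size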
Target sequence (P07550 whole entry, looked up): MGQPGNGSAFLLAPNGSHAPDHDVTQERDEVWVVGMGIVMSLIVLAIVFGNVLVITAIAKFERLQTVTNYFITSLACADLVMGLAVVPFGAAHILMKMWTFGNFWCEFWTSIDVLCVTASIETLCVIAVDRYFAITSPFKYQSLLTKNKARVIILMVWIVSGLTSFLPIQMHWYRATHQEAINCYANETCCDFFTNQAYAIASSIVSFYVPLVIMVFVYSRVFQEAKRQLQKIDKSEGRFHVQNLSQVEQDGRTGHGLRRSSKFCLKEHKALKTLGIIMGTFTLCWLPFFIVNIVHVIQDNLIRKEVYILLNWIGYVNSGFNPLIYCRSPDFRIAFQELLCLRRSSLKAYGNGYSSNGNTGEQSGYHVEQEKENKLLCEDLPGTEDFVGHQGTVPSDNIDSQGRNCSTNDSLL
Menin-MLL TR inh: qHTS Assay for Inhibitors Targeting the Menin-MLL Interaction in MLL Related Leukemias: Competition With Texas Red Labeled MLL-derived Mutant Peptide. 0.23% of 270,000 active. Potency, µM (top dose mostly 61.6 µM), inactives show top-dose FP activity change, negative = inhibition, hits mostly inhibitors. AID 1768, 2009. O00255. Menin + Texas Red MLL mutant peptide, fluorescence polarization; active = well fitted inhibition curve with a large enough effect in the polarisation, with a control signal flat, not every such curve was filed as active; inconclusive = small, poorly fitted or top-dose-only effect, or effect the other way, or a change in a side signal; inactive = no such curve, though single readings can be large or run the other way; the % refers to the polarisation; note: potency is the fitted concentration of half-maximal effect; % of control where 0% means no effect; many of its hits are not listed in these tables
Coupling enz: qHTS Assay for Inhibitors of Fructose-1,6-bisphosphate Aldolase from Giardia Lamblia: Coupling assay counterscreen. coupling enzyme system counterscreen, AmpLite Red fluorescence. activity change, negative = inhibition, % at 58.2 µM, hits read low. 0.67% of 290,000 active. AID 2472, 2010; in the data active = activity change below about -30%; note: % is set by controls: 0 for no effect and ±100 for the full control effect
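Activity here indicates interference with the coupling reaction, not aldolase inhibition. Compounds at 57.5 uM final met coupling enzymes for 10 min at RT; substrate and AmpLite Red detection followed, with a 525/598 nm fluorescence read after 20 min.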
Chronic BCR inh: qHTS Assay to Find Inhibitors of Chronic Active B-Cell Receptor Signaling. ABC-DLBCL IkBa-CBG/CBR reporter, luminescence ratio, 4 h. 0.05% of 340,000 active. Potency, µM (titrated, usually from 46.1 µM), without a hit: at the highest dose ratio change, negative = lower green/red ratio, usual class: inhibitors. AID 493014, 2011; active = well fitted inhibition curve with a large enough effect in the signal ratio, with a control signal flat, not every such curve was filed as active; inconclusive = small, poorly fitted or top-dose-only effect, or effect the other way, or a change in a side signal; the % refers to the signal ratio;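 note: potency is the fitted concentration of half-maximal effect; plate controls were basal doxycycline-induced cells for no effect and cells given 10 µM MG132 for full effect; MG132 reads +100%, hits lower the ratio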
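Compounds up to 46 uM were incubated four hours with TMD8 cells whose green CBG68 luciferase is fused to IkappaBalpha; red CBR luminescence normalised the signal, and concentration-effect curves were fitted to fusion, red and ratio data.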
Active calls of the source: *; ? = inconclusive; . = no result given; [ ] = remark or other dose. Unless noted, calls come from the whole dose curve; as a rule, active = well fitted curve in the direction sought with a large enough effect; inconclusive = small, poorly fitted or top-dose-only effect, or another doubt; inactive = no such curve, though single readings can be large; an effect the other way counts as inactive or inconclusive. An excerpt; count on the stated rates, not on these rows.

SMILES	GALK inh	a7 integrin act	Giardia killer	Tb PFK inh	PKM2 act	ASM inhibitor	PTAP TSG101 blk	B2AR arrestin	Menin-MLL TR inh	Coupling enz	Chronic BCR inh
O=C(OCN1C(=O)c2ccccc2C1=O)/C(=C\c1ccco1)NC(=O)c1ccccc1	-1.9%	-8.4%	0.2	0.4%	2.5%	-4.3%	-9.4%	0.1%	-14.2%	0.1	-1.3%
C=CCn1c(=O)/c(=C/c2ccc(O)cc2)s/c1=C(/C#N)c1nnc2n1CCCCC2	-1.4%	-21.3%	-5.9	0.0%	1.4%	-6.8%	46.7%[activator]	1.0%	16.9%	0.2	-0.7%
Cc1cc(NC(=O)CSCC(=O)Nc2ccccc2Oc2ccccc2)no1	.	-8.3%	7.5	-4.8%	.	-3.7%	-2.5%	0.0%	.	.	8.5%
Cc1cc(C)nc(N/N=C/c2cc3c(cc2[N+](=O)[O-])OCO3)n1	-1.6%	2.4%	28.8	-2.3%	-1.6%	-0.8%	-2.2%	-0.1%	0.6%	5.3	-10.6%
S=c1[nH]nc(C2CCCCC2)n1/N=C/c1ccc(Br)cc1	-5.8%	10.8%	-0.3	-11.9%	.	-4.7%	-4.0%	0.3%	?	0.0	?
CC(C)C(NC(=O)/C=C/c1ccc(F)cc1)C(C)C	-2.2%	?	9.4	-0.6%	-6.5%	1.9%	-4.6%	-0.1%	?	-4.1	-1.6%
CCOC(=O)c1sc(N(Cc2ccccc2)C(=O)CSc2nnc(C3CC3)n2N)nc1C	0.1%	-12.6%	-17.0	5.8%	-0.8%	-0.9%	-5.4%	0.3%	0.8%	0.2	-2.8%
O=C(CCCNS(=O)(=O)c1cccc2nsnc12)NCCc1ccccc1	2.7%	1.0%	2.0	-3.0%	-0.9%	-1.0%	-7.9%	-0.4%	2.6%	2.5	-3.2%
COC(=O)c1oc2ccccc2c1N	4.7%	2.6%	-10.7	-0.4%	-14.3%	6.2%	-0.5%	0.0%	-1.3%	-0.7	14.2%
CCCCOc1ccccc1N	-0.6%	-3.5%	12.8	-3.5%	-0.3%	2.7%	-4.6%	-0.8%	27.6%	0.4	-1.7%
Cc1cc[n+](CCc2ccccc2)cc1C	3.5%	-26.8%	-2.6	-6.2%	.	-1.2%	-1.3%	-1.2%	0.3%	-1.3	-0.2%
CCOC(=O)c1ccc(NC(=O)c2nc[nH]c2C(=O)N[C@@H](CC(C)C)C(=O)OCc2ccccc2)cc1	-2.6%	-4.0%	-12.9	11.6%	-2.1%	-23.3%	0.1%	-0.2%	.	-10.4	-0.5%
C=CCN1C(=O)C(CC(=O)Nc2ccccc2)SC1=Nc1ccc(S(N)(=O)=O)cc1 (stereo unspecified)	0.4%	-1.8%	-7.2	-1.9%	-1.1%	-0.5%	-2.3%	0.1%	16.6%	-1.9	-17.6%
CC1Cc2ccccc2N1C(=O)CSc1nc(-c2ccco2)cc(C(F)(F)F)n1 (stereo unspecified)	5.2%	23.5%	-13.8	-4.8%	5.7%	6.9%	-4.0%	-1.0%	2.0%	3.2	-2.5%
CC1CN(C(=O)Nc2ccc(F)cc2F)CC(C)O1 (stereo unspecified)	6.6%	26.1%	-8.3	-13.4%	-11.9%	1.6%	-4.2%	-0.3%	-0.2%	1.1	1.2%
COc1ccc(C(=O)OC2CCN(c3ncc(C(F)(F)F)cc3Cl)CC2)cc1	0.0%	14.2%	-7.3	-3.2%	-1.9%	-13.7%	-4.4%	-0.3%	-21.7%	-1.3	?
CN(Cc1ccccc1)S(=O)(=O)c1ccc(OCC(=O)NCc2ccncc2)cc1	4.6%	0.0%	4.8	0.7%	.	5.0%	0.7%	0.0%	.	0.2	-5.6%
O=c1oc(-c2ccc(O)c(O)c2)cc2cccc(O)c12	.	-20.5%	3.9	5.6%	.	70.3%[activator]	-3.3%	-0.6%	.	.	?
O=C(Cc1ccccc1)Nc1ccc(C(=O)Nc2ccccc2C(=O)O)cc1	0.1%	-10.9%	-8.7	-0.5%	7.8%	3.9%	-2.9%	-0.3%	.	.	1.5%
CCOc1ccccc1OCC(=O)OCc1csc(CC(=O)Nc2ccccc2C)n1	.	27.5%	-22.8	-0.2%	.	6.4%	-0.1%	0.0%	.	.	-3.5%
COc1ccccc1Nc1nc(N)nc(CN2CCc3ccccc3C2)n1	-0.1%	-20.2%	5.0	-4.8%	-3.6%	0.2%	-5.9%	-0.6%	4.2%	-11.1	?
COCCCNC(=O)/C(C#N)=C/c1c(N2CCN(C)CC2)nc2ccccn2c1=O	-2.0%	5.6%	5.5	6.8%	.	.	-3.6%	3.6%	-12.5%	-0.7	1.9%
CCOc1ccccc1OCCCC(=O)N(CC)CC(=O)Nc1ccc(NC(C)=O)cc1	.	16.9%	10.9	5.3%	.	0.2%	-4.1%	0.0%	.	.	-7.2%
O=C(N/N=C\c1ccc(O)c([N+](=O)[O-])c1)c1ccccc1-n1cccc1	-4.0%	3.3%	0.3	0.4%	-1.9%	-1.9%	-1.1%	-0.1%	-2.5%	11.3	-1.0%
CC(=O)Nc1ccc(S(=O)(=O)NCCc2ccc(F)cc2)cc1	.	-8.0%	3.8	-0.2%	-1.5%	-1.4%	.	0.0%	-1.2%	2.7	-9.7%
New compounds follow.
SMILES	GALK inh	a7 integrin act	Giardia killer	Tb PFK inh	PKM2 act	ASM inhibitor	PTAP TSG101 blk	B2AR arrestin	Menin-MLL TR inh	Coupling enz	Chronic BCR inh
O=S(=O)(Nc1nc2ccccc2nc1N1CCc2ccccc2C1)c1ccc(Cl)cc1	0.1%	12.8%	20.9	1.9%	2.0%	55.8%[activator]	-3.4%	-0.3%	34.8%[activator]	-1.5	4.2%
CCc1nnc(NC(=O)C2c3ccccc3Oc3ccccc32)s1	-2.0%	20.8%	3.2	-1.7%	-18.0%	-5.4%	-10.6%	2.6%	2.7%	1.6	?
Cc1oc2c(c1C(=O)Nc1ccc(C(=O)O)cc1)CCCC2	0.0%	7.6%	-6.2	0.9%	-4.3%	2.3%	-5.8%	-0.2%	9.5%	3.2	?
COC(=O)CSc1nc2cc(C)ccc2cc1C#N	-1.0%	6.9%	-17.4	6.0%	1.7%	-8.1%	-3.2%	-0.3%	4.1%	-3.6	14.6%
CCN1C(=O)N[C@@H](c2cccs2)C(C(=O)OC)=C1C	.	7.1%	-5.5	.	-5.7%[11.5 µM]	-1.0%	0.2%	.	3.8%[11.7 µM]	0.3	.
CCC(C)(C)NC(=O)C(c1ccccc1Cl)N(C(=O)CCC(=O)Nc1cc(C)on1)c1ccc(NC(C)=O)cc1 (stereo unspecified)	-0.9%	-0.4%	-10.2	0.2%	-0.2%	1.1%	-4.1%	-0.4%	3.2%	0.3	0.9%
CCN(CC)S(=O)(=O)c1ccc2nc(SC)sc2c1	0.3%	-6.5%	-7.0	-1.9%	7.5%	-1.4%	-6.5%	0.0%	.	1.0	10.1%
CN(C)S(=O)(=O)c1cccc(NC(=S)N/N=C/c2ccco2)c1	-3.6%	16.3%	7.1	-4.8%	1.0%	-1.9%	4.5%	?	.	1.5	?
Cn1cccc1/C=N/n1c(-c2ccccc2)n[nH]c1=S	-1.6%	0.5%	23.8	-4.5%	0.7%	-0.4%	-5.6%	0.7%	-23.8%	-0.2	0.2%
COc1ccccc1N1CCN(S(=O)(=O)c2cn(C)c(=O)n(C)c2=O)CC1	0.3%	-9.5%	-0.9	-3.1%	10.0%	-0.1%	-4.9%	0.2%	-1.1%	-1.6	-11.3%
CCOC(=O)c1sc2nc(N3CCOCC3)c3c(c2c1N)CCCC3	1.2%	15.0%	6.6	1.8%	2.6%	279.2%[activator]	-3.8%	-0.2%	5.8%	0.0	4.8%
Cc1ccc(C(=O)OCC(=O)NNC(=O)c2ccc([N+](=O)[O-])cc2)o1	.	-8.0%	-25.3	0.0%	.	-1.9%	-0.4%	0.0%	.	.	-3.1%
CC(=O)Nc1ccc(NC(=O)Cn2c(=O)n(-c3ccc(F)cc3)c(=O)c3oc4ccccc4c32)cc1	0.7%	3.2%	-1.7	-1.6%	0.8%	-2.8%	-3.5%	-0.1%	0.7%	0.6	-18.2%
